Assay outcomes from PubChem BioAssay.
NPY1 pot ag: potentiates or activates human NPY-Y1 receptor; P25929; NPY-Y1 expressing cells, potentiator/agonist activation; activation, % at 3.6 µM; actives 0.37% (n = 220,000); AID 1304; in the data active means activation above about 33%, passing the limit was not always enough;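 further: cells stimulated with NPY at EC10 then isoproterenol at EC100; 0% = low agonist plus stimulus and 100% = saturating agonist plus stimulus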
Target sequence (P25929 whole entry, looked up): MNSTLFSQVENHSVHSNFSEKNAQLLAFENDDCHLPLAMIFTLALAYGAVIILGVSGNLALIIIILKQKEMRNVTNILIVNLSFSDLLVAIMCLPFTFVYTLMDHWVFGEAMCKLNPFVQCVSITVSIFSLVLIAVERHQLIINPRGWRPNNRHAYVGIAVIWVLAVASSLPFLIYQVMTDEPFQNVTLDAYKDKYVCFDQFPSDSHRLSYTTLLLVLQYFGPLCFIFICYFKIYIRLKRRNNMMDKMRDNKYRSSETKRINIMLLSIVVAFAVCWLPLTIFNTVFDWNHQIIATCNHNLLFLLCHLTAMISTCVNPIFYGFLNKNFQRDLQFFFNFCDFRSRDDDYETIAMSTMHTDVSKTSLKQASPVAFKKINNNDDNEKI
Ba/F3 V617F tox: reduce viability of Ba/F3 cells dependent on JAK2V617F; Ba/F3 EpoR-JAK2V617F viability, ATP luminescence; inhibition, % at 5.6 µM; actives 1.1% (n = 220,000);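 active means inhibition above the campaign mean plus 3 SD over all tested compounds, cut at about 24% in these data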;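 further: cytokine-independent growth of Ba/F3 cells driven by EpoR plus mutant JAK2; 0% = DMSO-treated cells and 100% = JAK inhibitor I control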
S1P4 antagonist: human S1P4 receptor antagonism. O95977. S1P4-expressing cells, antagonist mode, reporter read-out. inhibition, % at 4.98 µM. actives 0.26% (n = 220,000). AID 1510; in the data active means inhibition above about 29%;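 further: 0% = wells stimulated with agonist and 100% = vehicle wells without agonist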
Target sequence (O95977 whole entry, looked up): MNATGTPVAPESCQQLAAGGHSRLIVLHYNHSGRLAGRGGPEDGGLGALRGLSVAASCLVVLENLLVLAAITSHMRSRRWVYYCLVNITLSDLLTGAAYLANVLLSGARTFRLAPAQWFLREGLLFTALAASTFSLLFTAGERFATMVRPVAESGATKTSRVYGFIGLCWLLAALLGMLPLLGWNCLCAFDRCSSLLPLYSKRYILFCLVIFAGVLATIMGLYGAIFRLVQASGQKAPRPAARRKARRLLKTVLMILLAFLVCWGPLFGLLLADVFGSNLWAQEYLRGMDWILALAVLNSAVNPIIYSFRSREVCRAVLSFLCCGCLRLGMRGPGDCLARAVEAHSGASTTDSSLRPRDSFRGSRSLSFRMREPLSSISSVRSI
CHOP inhibitor: CHOP inhibition in unfolded protein response; CHO-K1 CHOP-promoter luciferase, tunicamycin-induced, 15-18 h; inhibition, % at 10 µM; actives 3.8% (n = 220,000); AID 2732;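 active means compounds that reduced the stress-induced luciferase reporter signal by more than about 70% of percent inhibition, limit read from the data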;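 further: 0% = tunicamycin plus vehicle and 100% = wells without tunicamycin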
NPY-Y2 PAM-ag: potentiators or agonists of human neuropeptide Y receptor Y2; P49146; activation, % at 3.6 µM; cells expressing NPY-Y2, potentiator/agonist read-out; actives 0.45% (n = 220,000); in the data active means activation above about 27%;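 further: cells stimulated with NPY near EC25 plus isoproterenol at EC100; 0% = vehicle plus submaximal agonist and 100% = vehicle plus saturating agonist; some results beyond the cut were filed as inactive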
BaF3 parental: reduces parental Ba/F3 cell viability, JAK2V617F counter-screen | actives 1.1% (n = 220,000) | AID 1486 | inhibition, % at 5.6 µM | CellTiter-Glo ATP luminescence;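 active means inhibition above a per-campaign cutoff, the mean inhibition of all tested compounds plus 3 SD, cut at about 27% in these data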;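 further: 0% = DMSO wells and 100% = JAK Inhibitor I control wells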
NPY-Y1 antag: NPY-Y1 (human) receptor antagonism; P25929; actives 1% (n = 200,000); inhibition, % at 3.6 µM; HEK293-CNG Y1 cells, membrane potential fluorescence; NPY at EC95, then isoproterenol;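 active means inhibition above the campaign mean inhibition of all tested compounds plus 3 SD, cut at about 20% in these data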;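 further: 0% = DMSO wells given NPY plus isoproterenol and 100% = isoproterenol alone without NPY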
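material = HEK293 cells with Y1 receptor plus CNG channel | also added = NPY 25 nM then isoproterenol 1 µM plus Ro 20-1724 25 µM | schedule = dye 3 h, compound 60 min room temperature, stimulation 45 min | measured by = membrane potential fluorescence | benchmarks = high control isoproterenol alone, low control NPY with isoproterenol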
NCF1 inh: blocks human p47phox regulatory protein of NADPH oxidases; AID 1274; P14598; inhibition, % at 24.7 µM; actives 0.53% (n = 220,000); p47phox/p22phox peptide binding, fluorescence polarization, 2 h;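 active means inhibition above about 30%, limit read from the data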;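 further: 0% = p47phox with labelled peptide and 100% = labelled peptide alone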
S1P4 agonist: human S1P4 receptor agonism; O95977; S1P4-expressing cell line, agonist reporter assay; activation, % at 4.98 µM; actives 0.35% (n = 220,000); in the data active means activation above about 11%;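 further: 0% = DMSO vehicle and 100% = reference agonist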
An asterisk follows results filed as active; nt = no result given.

Labels used below: A = NPY1 pot ag; B = Ba/F3 V617F tox; C = S1P4 antagonist; D = CHOP inhibitor; E = NPY-Y2 PAM-ag; F = BaF3 parental; G = NPY-Y1 antag; H = NCF1 inh; I = S1P4 agonist
[1] CC1=NNC(=O)C1CCC(=O)N/N=C/c1ccco1 (centres undefined)
  A: 1	B: 1	C: -6	D: 10	E: 1	F: 2	G: 7	H: 1	I: 0.3
[2] O=C(CSc1nnc(-c2ccccc2)n1C1CCCCC1)Nc1ccc(S(=O)(=O)Nc2ccccn2)cc1
  A: 14	B: -2	C: -8	D: 53	E: -3	F: 0	G: -6	H: -21	I: 0.6
[3] CCn1c(SCc2cc(=O)[nH]c3ccccc23)nc2c1c(=O)n(C)c(=O)n2C
  A: 18	B: -4	C: -2	D: nt	E: 18	F: 2	G: 0	H: nt	I: 0.2
[4] O=C(CCCCCNC(=O)c1ccccc1Cl)N/N=C/c1ccco1
  A: 5	B: -2	C: -3	D: 11	E: -5	F: 4	G: 4	H: -8	I: 0.7
[5] O=S(=O)(c1ccc(S(=O)(=O)N(Cc2ccccc2)Cc2ccco2)cc1)N1CCCC1
  A: 21	B: -2	C: -75	D: nt	E: -6	F: 3	G: 0	H: nt	I: 1.1
[6] CCC(C)NC(=O)c1ccc([N+](=O)[O-])c(Cl)c1 (centres undefined)
  A: 5	B: -4	C: -22	D: -36	E: -8	F: 5	G: 3	H: -10	I: 0.6
[7] CC1=C(C(=O)Nc2ccccc2)C(c2cccs2)n2nnnc2N1 (centres undefined)
  A: 7	B: 3	C: -17	D: -7	E: 9	F: 7	G: 9	H: -5	I: -1.6
[8] CCc1ccccc1NS(=O)(=O)c1ccc2c(c1)NC(=O)CC(=O)N2
  A: -17	B: 1	C: -20	D: -2	E: 1	F: 6	G: 3	H: -4	I: -0.7
[9] O=C(C1CCCO1)N1CCN(c2ncccn2)CC1 (centres undefined)
  A: -8	B: 1	C: 5	D: 0	E: -1	F: 2	G: 1	H: -9	I: 0.9
[10] CCOC(=O)C1CCN(S(=O)(=O)c2ccc(OC)c(Cl)c2Cl)CC1
  A: 0	B: 2	C: 7	D: 45	E: 6	F: 8	G: 0	H: -9	I: -0.9
[11] COc1ccc(-n2nnnc2SCC(=O)NNC(=O)c2ccc([N+](=O)[O-])cc2)cc1
  A: -19	B: -3	C: -20	D: 22	E: -5	F: 1	G: 5	H: -9	I: 0.5
[12] CN(C)C1=C(Cl)C(=O)N(c2ccc(Cl)c(Cl)c2)C1=O
  A: 3	B: -4	C: -12	D: 23	E: -2	F: -3	G: nt	H: -7	I: -0.1
[13] Cc1nnc(NC(=O)CSc2cn(CCNC(=O)c3ccccc3)c3ccccc23)s1
  A: -5	B: -2	C: -25	D: 10	E: -1	F: 1	G: -3	H: -8	I: 0.7
[14] O=S(=O)(NC1CCCC1)c1cccc(S(=O)(=O)N2CCC(n3nnc4ccccc43)CC2)c1
  A: 0	B: 2	C: -17	D: -15	E: 0	F: 4	G: 3	H: -67	I: -1.1
[15] O=C(NCCN1CCN(Cc2ccccc2)CC1)C1c2ccccc2C(=O)N2CCc3ccccc3C12 (centres undefined)
  A: -22	B: -4	C: 9	D: -11	E: -3	F: 0	G: 6	H: -3	I: -1.1
[16] CN(C)CCOC(=O)c1ccc2[nH]c3c(c2c1)CSCC3
  A: 0	B: -2	C: 9	D: -5	E: 0	F: 0	G: nt	H: -32	I: -0.7
[17] O=C(O)c1ccc(N/N=C/C(Br)=C/c2ccccc2)cc1
  A: 17	B: 3	C: -16	D: 24	E: 13	F: 0	G: nt	H: -9	I: 1.5
[18] CC(C)(C)N1CC(c2nc3ccccc3n2Cc2ccc(F)cc2)CC1=O (centres undefined)
  A: -13	B: 2	C: -5	D: -18	E: -7	F: 8	G: 8	H: -6	I: 0.1
[19] CCOC(=O)N1CCC(Nc2c(OCC)c(=O)c2=O)CC1
  A: 10	B: -2	C: -12	D: 4	E: 11	F: 7	G: 0	H: -8	I: 1.0
[20] Cc1cc(C)cc(OCC(=O)N2N=C(c3cccnc3)CC2(O)C(F)(F)F)c1 (centres undefined)
  A: 19	B: 2	C: 8	D: 7	E: 7	F: 3	G: -10	H: -2	I: 0.0
[21] CC(C)CN1CCN(Cc2ccc(Oc3ncccn3)cc2)CC1CCO (centres undefined)
  A: 13	B: -2	C: -4	D: 2	E: -14	F: -1	G: nt	H: -6	I: -1.6
[22] Cc1ccc(-c2cc(C(=O)Nc3ccccc3C)c3ccccc3n2)o1
  A: -1	B: 1	C: -2	D: -11	E: -2	F: 2	G: 16	H: 2	I: -0.8
[23] Cn1c(Cl)nc2ccccc21
  A: 2	B: 4	C: -4	D: -9	E: -4	F: 5	G: 11	H: -36	I: -2.4
[24] CC(C)N=C(NC#N)SCC(=O)NC(C)(C)C
  A: 7	B: 1	C: 5	D: 8	E: -4	F: 2	G: 3	H: -6	I: 1.8
[25] Cc1ccc(-n2c(C)cc(/C=N/NC(=O)CC3(C)OCCO3)c2C)cc1
  A: -19	B: 1	C: -21	D: 3	E: -7	F: 2	G: 4	H: -6	I: 1.6
[26] Clc1ccc(-c2nnc3n2CCCC3)cc1
  A: 11	B: -1	C: -15	D: 8	E: -10	F: 0	G: -2	H: -16	I: 0.8
[27] O=C(O)/C=C/C(=O)NCCC(c1ccccc1)c1ccccc1
  A: 14	B: 1	C: -5	D: -5	E: 9	F: 4	G: nt	H: -7	I: 1.7
[28] O=C(NCCNC1CCC(c2ccccc2)CC1)c1ccc(F)cc1 (centres undefined)
  A: -4	B: 2	C: -14	D: 33	E: 4	F: 7	G: -1	H: -6	I: 0.0
[29] CCc1cccc(CC)c1NC(=O)CSc1nnc(CCC(=O)O)c(=O)[nH]1
  A: 17	B: -2	C: 3	D: -7	E: 9	F: 3	G: -1	H: -5	I: -0.9
[30] COc1cc(/C=N/NC(=O)C(=O)NCc2cccnc2)cc(OC)c1OC
  A: -1	B: -3	C: -15	D: 11	E: 12	F: 3	G: 4	H: -6	I: 1.2

Part of the list above, bar-delimited.
No. | smiles | NPY1 pot ag | Ba/F3 V617F tox | S1P4 antagonist | CHOP inhibitor | NPY-Y2 PAM-ag | BaF3 parental | NPY-Y1 antag | NCF1 inh | S1P4 agonist
19 | CCOC(=O)N1CCC(Nc2c(OCC)c(=O)c2=O)CC1 | 10 | -2 | -12 | 4 | 11 | 7 | 0 | -8 | 1.0
20 | Cc1cc(C)cc(OCC(=O)N2N=C(c3cccnc3)CC2(O)C(F)(F)F)c1 (centres undefined) | 19 | 2 | 8 | 7 | 7 | 3 | -10 | -2 | 0.0
21 | CC(C)CN1CCN(Cc2ccc(Oc3ncccn3)cc2)CC1CCO (centres undefined) | 13 | -2 | -4 | 2 | -14 | -1 | nt | -6 | -1.6
22 | Cc1ccc(-c2cc(C(=O)Nc3ccccc3C)c3ccccc3n2)o1 | -1 | 1 | -2 | -11 | -2 | 2 | 16 | 2 | -0.8
23 | Cn1c(Cl)nc2ccccc21 | 2 | 4 | -4 | -9 | -4 | 5 | 11 | -36 | -2.4
24 | CC(C)N=C(NC#N)SCC(=O)NC(C)(C)C | 7 | 1 | 5 | 8 | -4 | 2 | 3 | -6 | 1.8
25 | Cc1ccc(-n2c(C)cc(/C=N/NC(=O)CC3(C)OCCO3)c2C)cc1 | -19 | 1 | -21 | 3 | -7 | 2 | 4 | -6 | 1.6
26 | Clc1ccc(-c2nnc3n2CCCC3)cc1 | 11 | -1 | -15 | 8 | -10 | 0 | -2 | -16 | 0.8
27 | O=C(O)/C=C/C(=O)NCCC(c1ccccc1)c1ccccc1 | 14 | 1 | -5 | -5 | 9 | 4 | nt | -7 | 1.7
28 | O=C(NCCNC1CCC(c2ccccc2)CC1)c1ccc(F)cc1 (centres undefined) | -4 | 2 | -14 | 33 | 4 | 7 | -1 | -6 | 0.0
29 | CCc1cccc(CC)c1NC(=O)CSc1nnc(CCC(=O)O)c(=O)[nH]1 | 17 | -2 | 3 | -7 | 9 | 3 | -1 | -5 | -0.9
30 | COc1cc(/C=N/NC(=O)C(=O)NCc2cccnc2)cc(OC)c1OC | -1 | -3 | -15 | 11 | 12 | 3 | 4 | -6 | 1.2

(more compounds)
Labels used below: A = NPY1 pot ag; B = Ba/F3 V617F tox; C = S1P4 antagonist; D = CHOP inhibitor; E = NPY-Y2 PAM-ag; F = BaF3 parental; G = NPY-Y1 antag; H = NCF1 inh; I = S1P4 agonist
[31] COc1ccc(-c2csc(NC3OC(=O)c4ccccc43)n2)cc1 (centres undefined)
  A: 0	B: 12	C: 31*	D: -118	E: 24	F: -1	G: nt	H: -9	I: -0.1
[32] CN(C)C(=O)c1nc2ccc(Cl)cn2c1CN1CCN(c2ncccn2)CC1
  A: 10	B: -3	C: -36	D: -20	E: 13	F: 4	G: 1	H: -9	I: -0.3
[33] CN(C)c1ccc(/C=N/NC(=O)CNC(=O)c2ccc3c(c2)OCCO3)cc1
  A: -18	B: 0	C: -12	D: 10	E: 7	F: 9	G: 5	H: -25	I: -0.9
[34] Cc1ccc(CC(=O)Nc2ccc(OC(F)F)c(Cl)c2)cc1C
  A: -13	B: -2	C: -10	D: 62	E: 0	F: 6	G: 3	H: -4	I: -2.6
[35] COc1cccc(C2=NOC(C(=O)NCC3CCCO3)C2)c1 (centres undefined)
  A: -1	B: -3	C: -11	D: 11	E: -17	F: 3	G: 3	H: -15	I: 3.5
[36] O=S1(=O)N=C(SCCO)c2ccccc21
  A: 0	B: 0	C: 8	D: 19	E: 7	F: 4	G: 4	H: -2	I: -0.5
[37] CCCCOc1ccc(/C=C/C(=O)Nc2ccc(C(N)=O)cc2)cc1
  A: -15	B: -2	C: 4	D: -7	E: 4	F: 2	G: -5	H: 3	I: -0.3
[38] CCOc1nc(NCCC2=CCCCC2)nc(N2CCOCC2)n1
  A: 1	B: 3	C: -4	D: 51	E: -7	F: 4	G: 3	H: -9	I: -3.0
[39] CCC1CCCCN1C(=O)CSc1nnc(CNC(=O)c2cc(OC)c(OC)c(OC)c2)o1 (centres undefined)
  A: -29	B: 7	C: 12	D: 12	E: 5	F: 5	G: 0	H: -11	I: 0.3
[40] CCN(CC)CCN1C(=O)C(=O)/C(=C(/O)c2c(C)[nH]c(C(=O)OC)c2C)C1c1ccc(C)o1 (centres undefined)
  A: 15	B: 5	C: -16	D: 8	E: 0	F: -5	G: nt	H: -8	I: -0.2
[41] CC/C(=N\NC(=O)Nc1nonc1N)c1ccc(OC)c(OC)c1
  A: 11	B: -1	C: -23	D: 25	E: -3	F: -7	G: nt	H: -11	I: 1.9
[42] COCCNC(=S)N1CCc2cc(OC)c(OC)cc2C1COc1ccc(C(C)C)cc1 (centres undefined)
  A: -35	B: -3	C: -9	D: 18	E: -6	F: 1	G: -2	H: 1	I: -0.1
[43] CCOC(=O)C(C)On1c(SC(C)C(=O)OCC)nc2ccccc2c1=O (centres undefined)
  A: 21	B: -3	C: -8	D: 6	E: 23	F: 8	G: 0	H: -5	I: 1.9
[44] Cc1ccc(-c2noc(-c3ccno3)n2)cc1
  A: -1	B: -1	C: -1	D: -22	E: 6	F: 1	G: nt	H: -14	I: 0.1

An unsorted share of the library; 7.1% or so of the library scored in one or more.
